Bioassay records as filed in PubChem.
ERK EGF inh: inhibitors of EGF-stimulated ERK signaling pathway; HEK293-V1b, EGF-stimulated phospho-ERK AlphaScreen; Potency, µM (doses to about 11.5 µM), for the others: at the top dose activity change, negative = inhibition, most hits filed as inhibitors; 0.41% of 130,000 active; AID 1454; active means well fitted inhibition curve with a large enough effect; inconclusive means small, poorly fitted or top-dose-only effect, or effect the other way;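 further: plate controls were stimulated vehicle wells for no effect and unstimulated vehicle basal for full effect; nearly all actives have a fitted effect of over 55% in size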
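Concentration-response of compounds against EGF-driven ERK phosphorylation in V1b-expressing HEK293 cells; 30 min preincubation, 5 min EGF, AlphaScreen detection; Normalized to DMSO basal and 25 nM EGF.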
The depositor's hits bear a star; ? = inconclusive; & = joins results of further samples; [ ] = remark or other dose. Potency means the concentration at half of the fitted maximal effect. A portion of the library (hit frequency here may not be typical).

SMILES	ERK EGF inh
C/C=C\C=C/C(=O)Nc1cccc(C2=NOC3(C2)C[C@H](C(N)=O)N(C(=O)CC)C3)c1 (some centres undefined)	4%[57.5 µM]
CCOc1ccc(CNCCc2ccc(S(N)(=O)=O)cc2)cc1	6%
Cc1cc(C)c(-c2csc(NC(=O)/C=C/c3cccs3)n2)c(C)c1	-6%
Cc1nc(-c2ccc(S(=O)(=O)NCC3CCN(C(=O)OC(C)(C)C)CC3)s2)cs1	-1%[57.5 µM]
CCOC(=O)CSc1nc(C)c(C(C)=O)cc1C(N)=O	-4%
CC(=O)Nc1ccc(NC(=O)CSc2nc3ccccc3o2)cc1	12%
CCOc1ccc(C(=O)NCCCN2CCOCC2)cc1OCC	-10%
COc1cccc(CN2CCN(Cc3[nH]c4ccccc4c3C)CC2CCO)c1 (centres undefined)	2%
NC(=O)COC(=O)CC12CC3CC(CC(Br)(C3)C1)C2	-8%
CC1CCN(Cc2nc(Cl)c3c4c(sc3n2)CCC4)CC1	-14%[57.5 µM]
COCC(=O)N1CCC2(CCCN(Cc3ccccc3)C2)CC1	18%
O=C(CNc1cccc2ccccc12)N/N=C/c1ccc(OC(=O)/C=C/c2ccco2)cc1	-3%
Oc1[nH]c2c(Cl)cc(Cl)cc2c1N=NC(=S)NCC1CCCO1 (centres undefined)	0%
Cc1cc(/C(N)=N/OC(=O)Nc2ccccc2)no1	-3%[57.5 µM]
COc1ccc(NC(=O)Nc2c(SC)nsc2SC)cc1	-2%
CCSc1nc2ccccc2c(=O)n1CCc1ccc(OC)c(OC)c1	5%[57.5 µM]
COc1cc2c(cc1OC)C(c1cc([N+](=O)[O-])ccc1O)NCC2 (centres undefined)	-4%
O=C(Nc1cc(=O)[nH]c2ncnn12)c1ccccc1F	-4%[57.5 µM]
Cc1ccc(-c2ccc(S(=O)(=O)N3CCCC3)cc2)cc1	-5%
Cc1cccc(NC(=S)N/N=C/C(C)c2ccccc2)c1C (centres undefined)	-12%
CCCCOc1ccc(C(=O)OCC(=O)Nc2cc(C)c(C)cc2[N+](=O)[O-])cc1	-8%
CCN(C(=O)CN(C)Cc1c(F)cccc1Cl)c1c(N)n(Cc2ccccc2)c(=O)[nH]c1=O	3%
CC(=O)Cn1nnc(-c2ccc(C(F)(F)F)cc2)n1	-5%[57.5 µM]
CCOC(=O)c1sc2nccc(OC)c2c1N=CN(C)C	-7%
CCNC(=O)COC(=O)c1cc(C)nc2ccccc12	-5%

Some of the entries above, reformatted:
SMILES | ERK EGF inh
CC(=O)Cn1nnc(-c2ccc(C(F)(F)F)cc2)n1 | -5%[57.5 µM]
COc1ccc(NC(=O)Nc2c(SC)nsc2SC)cc1 | -2%

Ordered by number of heavy atoms (highest first): some entries from above.
SMILES	ERK EGF inh
O=C(CNc1cccc2ccccc12)N/N=C/c1ccc(OC(=O)/C=C/c2ccco2)cc1	-3%
Cc1nc(-c2ccc(S(=O)(=O)NCC3CCN(C(=O)OC(C)(C)C)CC3)s2)cs1	-1%[57.5 µM]
CCSc1nc2ccccc2c(=O)n1CCc1ccc(OC)c(OC)c1	5%[57.5 µM]

Next part
SMILES	ERK EGF inh
CCOc1cc2c3c(c1)C(C)=CC(C)(C)N3C(=O)C2=O	?
CCSc1ccccc1C(=O)Nc1ccc([N+](=O)[O-])cc1OC	-9%
COc1ccccc1CN(C)C(C)C(=O)Nc1cccc(C(C)=O)c1 (centres undefined)	8%
Clc1ccc(OCCCCN2CCc3ccccc3C2)cc1	-5%
O=[N+]([O-])c1cc(-c2nnc(-c3ccccc3)o2)ccc1Oc1ccc(Cl)cc1	7%
O=C(NCCOc1ccccc1)C(=O)NCC1CCCO1 (centres undefined)	2%
O=C(Cn1nc(-c2ccccc2)c2ccccc2c1=O)Nc1ccc(F)cc1	-5%[57.5 µM]
Cc1ccc(S(=O)(=O)/N=C2\CN(C)C(=O)N2C)cc1	0%
OCc1ncccc1O	3%[57.5 µM]
CCOC(=O)c1cc(CC)sc1NC(=O)CC1SC(N)=NC1=O (centres undefined)	-4%
COc1ccc(-c2[nH]ncc2CNCc2cc(C)n(C)n2)c(F)c1	4%
Cc1ccc(NC(=O)CCC(=O)OCc2ccc(Br)cc2)cc1	1%
CNC(=O)COc1ccc(S(=O)(=O)Nc2ccc(C)cc2)cc1	-1%[57.5 µM]
Cc1ccccc1C(=O)NNC(=O)Nc1ccccc1	-6%
Cc1cc(-c2nn(-c3ccccc3F)cc2CN2CCN(c3ccncc3)CC2)c(C)s1	-6%
Cc1cc(C)c2[nH]c(=O)c(CN(CC3CCCO3)C(=S)NCc3ccco3)cc2c1 (centres undefined)	11%
CN(C)CCNC(=O)c1onc(CSc2ccc(F)c(F)c2)c1C(=O)NCCN(C)C	-3%[57.5 µM]
O=C(CN1C(=O)COc2ccc(S(=O)(=O)N3CCOCC3)cc21)NCc1ccco1	8%[57.5 µM]
CC(=O)Nc1nc(-c2ccccc2)ns1	-12%
Cc1ccc(C)c(C2NC(=O)c3ccccc3N2)c1 (centres undefined)	7%[57.5 µM]
CC1Cc2nc(SCC(=O)Nc3ccc4c(c3)OCO4)n(CCc3ccccc3)c(=O)c2S1 (centres undefined)	4%
COc1cc2c(cc1NC(=O)CSc1nccn1C)oc1ccccc12	8%
S=C(NCc1ccco1)N/N=C/c1cccnc1	-8%[57.5 µM]
COc1ccc(S(=O)(=O)N2CCC[C@H]2C(=O)NCc2ccc(Cl)cc2)cc1	-4%[57.5 µM]
COC(=O)c1ccc(C(NC(=O)OCc2ccccc2)/C(=C/[C@@H](C)C(=O)NCc2ccc(OC)c(OC)c2)c2cccnc2)cc1 (some centres undefined)	1%
SMILES	ERK EGF inh
CCOc1cc(C(N)=O)cc(Cl)c1OCC	-6%
CS(=O)(=O)c1ccccc1-c1nc(-c2cccc(Cl)c2)no1	-20%
O=C(COC(=O)c1cccc(Br)c1)NCCC1=CCCCC1	-3%
Cc1ccccc1-n1ncc(C(C)NC(=O)c2ccccc2)c1C (centres undefined)	13%
COC(=O)COc1ccc(-n2cnnn2)cc1	10%
O=C(CN1CCN(Cc2ccc(F)cc2Cl)C1=O)NCc1cccs1	0%
Cc1[nH]c2ccc(F)cc2c1CCN(Cc1ccncc1)C(=S)Nc1ccccc1	?
Cc1ccc(N=C2NC(=O)S/C2=C\c2ccco2)cc1	?
CCOC(=O)c1c(/N=C/C2=C(O)CCCC2=O)sc2c1CCCC2	3%[57.5 µM]
CN(C)C(=O)NC(Nc1cccc([N+](=O)[O-])c1)C(Cl)(Cl)Cl (centres undefined)	?
O=[N+]([O-])c1ccc(C2=Nn3cnnc3SC2)cc1	4%[57.5 µM]
Cc1ccc2[nH]c(=O)c(CN(CCCN3CCOCC3)C(=O)Nc3cccc(Cl)c3)cc2c1	-12%
Cc1ccc(C)n1CCN1CCN(S(=O)(=O)c2ccc(F)cc2F)CC1	-4%[57.5 µM]
CCC(C)(C(=O)NC1CCCC1)N(C(=O)CC1NC(=O)NC1=O)c1c(C)n(C)n(-c2ccccc2)c1=O (centres undefined)	3%
O=C(NCc1ccccc1)N1CCC(CO)(Cc2cccc(F)c2)CC1	11%[57.5 µM]
COc1cc(/C=N/NC(=O)c2ccc(F)cc2)ccc1OC(=O)c1ccco1	8%
COCc1cc(C)nc(OCC(=O)N/N=C/c2ccc(O)cc2)c1C#N	-4%
CCn1cc(C(=O)NCC2CCCO2)c(=O)c2cc(S(=O)(=O)N(C)C)ccc21 (centres undefined)	1%
Cc1c(Cl)c([N+](=O)[O-])nn1CCCC(=O)Nc1cccc(Cl)c1Cl	-3%
Cc1cccc(Cc2ccc(Cl)nn2)c1	0%
CCOc1ccc(OCCCCn2ccnc2)cc1	-9%
CSc1cnc2c(=O)n(C)c(=O)[nH]c2n1	0%
Cn1cccc1/C=N/n1c(-c2ccco2)n[nH]c1=S	-11%
Brc1ccc(-c2noc(-c3ccccc3)n2)o1	-3%[57.5 µM]
CCN(CC)c1ccc(/C=N/NC(=O)CN2CCCc3ccccc32)cc1	2%
SMILES	ERK EGF inh
O=C(/C=C/c1cc([N+](=O)[O-])ccc1OC(F)F)Nc1cccc2ccccc12	3%
CC1CCN(C(=O)CCc2nnc(-c3ccccc3)o2)CC1	-3%
CCN(CC)c1c([N+](=O)[O-])c(=O)oc2ccccc12	0%
O=C(c1ccc(Cl)c(Cl)c1)N1CCC(=O)N(C(COCc2ccc(Cl)cc2)Cc2ccccc2)CC1 (centres undefined)	-13%
O=C(c1ccc(N2CCCC2)c([N+](=O)[O-])c1)N1CCN(c2ccccn2)CC1	2%
O=C1C=C(NNC(=O)c2ccncc2)CC(c2ccccc2)C1 (centres undefined)	4%
Cc1cc(C(=O)CSc2nnnn2-c2ccc(O)cc2)c(C)n1C	4%
O=C(NC(Cc1ccccc1)C(=O)O)/C(=C/c1ccccc1)NC(=O)c1cccc(Br)c1 (centres undefined)	-3%
COc1ccc(C2CC(c3cccs3)=NN2C(=O)COC(=O)c2cncc(Br)c2)cc1OC (centres undefined)	6%
O=C(CCN1C(=O)/C(=C/C=C/c2ccccc2)SC1=S)Nc1ccccn1	-3%[57.5 µM]
O=C(c1cnc2c(c1)COc1ccc(Cl)cc1-2)c1ccccc1O	2%
COc1cccc(CC(=O)N[C@@H](CCSC)c2nc3ccccc3[nH]2)c1	5%
COc1cc(NC(=O)c2ccnc(N)c2)cc(C(=O)Nc2cccc(C(F)(F)F)c2)c1	-2%[57.5 µM]
O=C1NC(=O)C(c2ccccc2)(c2ccccc2)N1	-1%
CC(C)OC(=O)CCC/C=C\C[C@@H]1[C@@H](CC[C@@H](O)CCc2ccccc2)[C@H](O)C[C@@H]1O	?
NC(=S)N/N=C/c1ccccc1OCCSc1ccc(Cl)cc1	12%
COc1ccc(N2C(=O)C(F)(F)C2c2ccc(C)cc2)cc1OC (centres undefined)	-1%
COc1ccc(Cn2c(=O)c3[nH]cnc3n(-c3ccccc3C)c2=O)cc1	-11%[57.5 µM]
CC(C)COC(=O)n1c(=O)oc2ccc(S(=O)(=O)N3CCCCC3)cc21	8%[57.5 µM]
Cc1ccc(C)c(Oc2ncnc(N)c2[N+](=O)[O-])c1	9%
O=C(C(=O)N1CCN(c2ccc(F)cc2)CC1)c1c[nH]c2ccccc12	3%
CN(C(=O)C(Cl)Cl)c1ccc(OC(=O)c2ccco2)cc1	-1%[57.5 µM]
O=[N+]([O-])c1cc(S(=O)(=O)N2CCOCC2)ccc1N1CCCC1	16%
Fc1ccc(CSc2ncnc3ccccc23)cc1	0%
O=c1cc(CCl)[nH]c2nc3ccccc3n12	9%[57.5 µM]

Structures from the list above containing bromine, in the order listed:
SMILES	ERK EGF inh
NC(=O)COC(=O)CC12CC3CC(CC(Br)(C3)C1)C2	-8%
Cc1ccc(NC(=O)CCC(=O)OCc2ccc(Br)cc2)cc1	1%
O=C(COC(=O)c1cccc(Br)c1)NCCC1=CCCCC1	-3%
Brc1ccc(-c2noc(-c3ccccc3)n2)o1	-3%[57.5 µM]
O=C(NC(Cc1ccccc1)C(=O)O)/C(=C/c1ccccc1)NC(=O)c1cccc(Br)c1 (centres undefined)	-3%
COc1ccc(C2CC(c3cccs3)=NN2C(=O)COC(=O)c2cncc(Br)c2)cc1OC (centres undefined)	6%

(further entries)
SMILES	ERK EGF inh
CCCC(C)NC(=O)Cc1ccccc1 (centres undefined)	32%[57.5 µM]
COc1cc(CN2CCN(CCc3ccccc3)C(CCO)C2)cc(OC)c1 (centres undefined)	4%
CCCN1CCC(=O)N(CCSc2ccc(C)cc2)CC1	-9%[57.5 µM]
CCOC(=O)C1=C(C)N=C2SC(C)C(=O)N2C1c1ccc(OC(C)=O)c(OC)c1 (centres undefined)	-9%
O=C(Cc1ccc(Cl)cc1)NNC1CC(=O)N(c2ccc3ccccc3c2)C1=O (centres undefined)	-7%[57.5 µM]
COc1ccccc1Oc1nc(C)c(C(C)=O)cc1C#N	-9%
CCOc1ccc(CC(=O)NNC(=S)NC)cc1Br	-3%[57.5 µM]
CCCCOc1ccc(-c2c(C#N)c(N)[nH]c(=S)c2C#N)cc1	-4%[57.5 µM]
CN(C)c1ccc(/C=N/n2c(COc3ccccc3)n[nH]c2=S)cc1	0%
Cc1nn(-c2ccccc2)c(N)c1N=O	-20%[57.5 µM]
CC(C)(C)OC(=O)N/N=C\c1ccc[nH]1	2%
COC(C[C@H](O)C[C@H](O)COCc1ccccc1)OC	-13%[57.5 µM]
CSc1nc2c(c(=O)[nH]1)C(c1cccc(Br)c1)CC(=O)N2 (centres undefined)	-3%
O=C(Oc1ccccc1)N1CCC2(CC1)CCN(c1ccncc1)CC2	?
COc1ccc(N2CCN(C(=S)NC(C)c3ccccc3)CC2)cc1 (centres undefined)	1%
COc1cc(OC)cc(C(=O)N2CCC(N3CCN(c4ccccc4OC)CC3)CC2)c1	-4%
CC(C)(C)NC(=O)COC(=O)/C=C/c1ccc(F)cc1	25%
CCn1c(-c2ccncc2)n[nH]c1=S	-1%
CC(C)(C)c1cc(Br)c(O)c(N=Nc2ccc(S(=O)(=O)N3CCOCC3)cc2)c1	25µM*
CC(=O)/C=C/c1ccccc1O	-3%
CCc1cccc(NC(=O)CSc2nc3c(c(=O)[nH]2)CCCC3)c1	1%
CC1CCc2c(C(=O)NCc3ccco3)csc2C1 (centres undefined)	1%[57.5 µM]
C[C@H](CO)NC(=O)[C@@H]1C[C@H]1[C@@H](NP(=O)(c1ccccc1)c1ccccc1)c1ccccc1	1%&6%
NC(=O)c1ccc(N2CCN(c3ncc(C(F)(F)F)cc3Cl)CC2)cc1	-14%[57.5 µM]
O=C(COC(=O)CCC1CCCC1)Nc1ccccc1OC(F)F	1%
COc1ccc(-c2nnc(Sc3nc4ccccc4o3)c3ccccc23)cc1	?
N#C/C(=C/c1ccc(Br)s1)C(=O)NCCc1c[nH]c2ccccc12	?
COC(=O)c1cc(C(=O)N2CCN(c3cccc(Cl)c3)CC2)cc([N+](=O)[O-])c1	0%
COC(=O)Cc1[nH]c(=S)[nH]c1C(=O)OC	-9%[57.5 µM]
